From PubChem
HEK293 tox: cytotoxicity counter-screen for GLP-1 receptor inverse agonists; Potency, µM (series often up to 38.3 µM), without a hit: at the top dose activity change, negative = inhibition, hits mostly inhibitors; 410,000 tested, 0.13% active; HEK293 cAMP-luciferase reporter cells, luminescence, 24 h;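 also: loss of luciferase light is scored as toxicity; potency is read from the fitted curve at half-maximal effect; % is scaled to controls: 0 for no effect and ±100 for the full control effect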
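Seeding density was 200 cells/uL; after overnight-length (12 h) culture, 23 nL compounds went on for 24 h at 37 °C. Readout used a luciferase detection reagent, luminescence taken after 12 min at room temperature.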
PI5P4Ka inh: inhibitors of human PI5P4K alpha; PI5P4Kalpha enzyme, ADP-Glo luminescence, 60 min; hits give low values; max response, %; 330,000 tested, 1.2% active; AID 652105; active = max response of -50% or lower; inconclusive = between -30% and -50%; inactive = -30% or higher; also: value at the top dose of about 77 µM; % is scaled to controls: 0 for no effect and ±100 for the full control effect
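qHTS, 1536-well: enzyme/substrate mix, compound by pin tool, 5 microM ATP final; RT 60 min; ADP-Glo reagents 1 (45 min) then 2 (30 min); luminescence.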
DRD3 antagonist: blocks the human D3 dopamine receptor; max response, negative = inhibition, %; 360,000 tested, 2.5% active; AID 652054; D3R cells, DiscoveRx beta-arrestin luminescence, antagonist mode; hits give low values; P35462; in the data active = max response below about -50%; inconclusive = no clear call, values can overlap the other calls; also: % is scaled to controls: 0 for no effect and ±100 for the full control effect; mostly tested at two doses, the higher about 12 µM
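Cells plated overnight at 1500 cells/well, then exposed to library compounds with dopamine controls for 90 minutes at 37 degrees C. DiscoveRx reagent added for 30–60 minutes at room temperature; luminescence read, quantitative HTS format.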
PLK1 PBD block: blocks phosphopeptide binding to human PLK1 polo-box domain; Plk1 PBD binding of FITC phosphopeptide, fluorescence polarization; 360,000 tested, 2.8% active; Potency, µM, for the others: max response, negative = inhibition, usual class: inhibitors; also: potency is read from the fitted curve at half-maximal effect; series mostly up to about 57 µM; % is scaled to controls: 0 for no effect and ±100 for the full control effect; nearly all actives have a fitted effect of over 65% in size
IL-2 act: IL-2 activation; IL-2 activation reporter assay, cell-based qHTS; stimulated with anti-CD3/CD4/CD28 beads; in transgenic mouse T cells; activation, % (series mostly up to about 46 µM); 360,000 tested, 0.065% active; AID 652025; in the data active = activation above about 50%; inconclusive = mostly about 30% to 49%; also: 0% is about no effect
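EGFP and DsRed fluorescence is measured by plate cytometry in unstimulated transgenic mouse T cells exposed to compound for 60 minutes, then stimulated 18 hours at 37 degrees C with anti-CD3/anti-CD4 beads plus anti-CD28.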
GLP-1R inv ag: inverse agonists of human GLP-1 receptor | P43220 | HEK293 GLP-1R CRE-luciferase, luminescence, 24 h; GLP-1R form is constitutively active | Potency, µM (titrated, usually from 38.3 µM), inactives show top-dose activity change, negative = inhibition, usual class: inhibitors | 410,000 tested, 1.6% active; also: potency is read from the fitted curve at half-maximal effect; % is scaled to controls: 0 for no effect and ±100 for the full control effect; nearly all actives have a fitted effect of over 55% in size
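Assay principle: reduced luminescence from a cAMP-responsive reporter in HEK293 cells co-expressing a constitutively active GLP-1R. Conditions: 24 hr compound incubation, 37 deg C, 5% CO2.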
GLP1R ag: GLP-1 receptor (human) agonism; 380,000 tested, 0.007% active; Potency, µM (doses to about 45.6 µM), inactives show at the highest dose activation, actives largely listed as activators; P43220; AID 624172; HEK293 GLP-1R CRE-luciferase, luminescence, 4-6 h; cells express a hypersensitive GLP-1R form; also: potency is read from the fitted curve at half-maximal effect; % of control where 0% means no effect
WRN helicase inh: WRN helicase (human) inhibition | WRN helicase unwinding, fluorescent forked duplex, kinetic | AID 651768 | Q14191 | 360,000 tested, 0.46% active | Potency, µM (top dose mostly 114 µM), without a hit: at the top dose activity change, negative = inhibition, most hits filed as inhibitors; also: potency is read from the fitted curve at half-maximal effect; % is scaled to controls: 0 for no effect and ±100 for the full control effect; nearly all actives have a fitted effect of over 55% in size
Target sequence (Q14191 whole entry, looked up): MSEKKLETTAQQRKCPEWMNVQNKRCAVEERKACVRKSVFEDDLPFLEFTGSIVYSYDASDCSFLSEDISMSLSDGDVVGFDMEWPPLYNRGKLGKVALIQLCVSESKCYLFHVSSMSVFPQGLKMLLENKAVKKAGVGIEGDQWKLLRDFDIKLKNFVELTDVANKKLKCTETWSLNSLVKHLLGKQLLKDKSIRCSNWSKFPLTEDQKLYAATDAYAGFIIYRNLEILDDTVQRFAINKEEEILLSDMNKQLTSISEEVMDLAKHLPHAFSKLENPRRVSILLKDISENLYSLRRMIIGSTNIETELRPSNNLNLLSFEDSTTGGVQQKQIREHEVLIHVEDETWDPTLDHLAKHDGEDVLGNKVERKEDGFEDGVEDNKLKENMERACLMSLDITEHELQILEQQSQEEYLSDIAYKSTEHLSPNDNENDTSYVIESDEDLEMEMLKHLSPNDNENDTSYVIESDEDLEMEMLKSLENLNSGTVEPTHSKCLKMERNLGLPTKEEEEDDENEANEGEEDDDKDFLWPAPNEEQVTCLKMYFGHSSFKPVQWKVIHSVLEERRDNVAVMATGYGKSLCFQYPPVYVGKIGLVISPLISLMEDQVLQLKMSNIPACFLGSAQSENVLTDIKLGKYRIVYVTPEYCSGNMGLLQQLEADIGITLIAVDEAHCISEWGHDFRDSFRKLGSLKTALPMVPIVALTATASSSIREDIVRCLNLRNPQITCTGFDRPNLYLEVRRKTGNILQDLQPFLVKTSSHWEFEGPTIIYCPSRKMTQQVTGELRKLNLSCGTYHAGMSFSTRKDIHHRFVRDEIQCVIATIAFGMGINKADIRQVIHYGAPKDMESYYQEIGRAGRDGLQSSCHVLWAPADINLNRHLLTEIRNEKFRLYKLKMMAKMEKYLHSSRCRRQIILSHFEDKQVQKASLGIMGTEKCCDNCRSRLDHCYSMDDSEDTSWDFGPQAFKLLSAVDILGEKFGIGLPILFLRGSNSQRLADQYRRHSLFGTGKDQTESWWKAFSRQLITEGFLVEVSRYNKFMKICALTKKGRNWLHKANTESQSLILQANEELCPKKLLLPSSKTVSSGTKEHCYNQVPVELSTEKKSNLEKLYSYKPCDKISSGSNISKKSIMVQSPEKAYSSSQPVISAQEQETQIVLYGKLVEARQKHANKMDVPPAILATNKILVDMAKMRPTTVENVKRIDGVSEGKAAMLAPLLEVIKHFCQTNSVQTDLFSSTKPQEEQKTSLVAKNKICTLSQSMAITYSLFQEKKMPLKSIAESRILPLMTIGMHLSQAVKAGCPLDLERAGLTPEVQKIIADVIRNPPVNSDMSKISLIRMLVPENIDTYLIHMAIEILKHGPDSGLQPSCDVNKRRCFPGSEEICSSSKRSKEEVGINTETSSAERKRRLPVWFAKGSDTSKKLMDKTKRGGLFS
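Kinetic red-fluorescence monitoring (525/598 nm) tracks WRN helicase activity after 100 nM fluorophore-quencher forked duplex and 2 mM ATP are added to 20 nM enzyme pretreated 15 min at room temperature with compound.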
D3 ag: D3 dopamine receptor (human) agonism. max activation, %. AID 652048. P35462. 410,000 tested, 0.58% active. D3R DiscoveRx beta-arrestin cells, luminescence, 90 min; in the data active = max activation above about 30%; also: 0% is about no effect; mostly tested at two doses, the higher about 12 µM
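Cells at 1500/well, incubated overnight, then treated with pinned compounds (dopamine as control) for 90 min at 37 degrees C. DiscoveRx reagent added for 30 - 60 minutes at room temperature; luminescence read.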
* marks the source's active call; other numbers are inactive results; ? = inconclusive; . = not tested or not shown; [ ] = remark or other dose. Unless noted, calls follow the shape of the dose curve; as a rule, active = well fitted curve in the direction sought with a large enough effect; inconclusive = small, poorly fitted or top-dose-only effect, or another doubt; inactive = no such curve, though single readings can be large; an effect the other way counts as inactive or inconclusive. Compounds were not picked by outcome; 7.8% or so of the library scored in one or more.

SMILES	HEK293 tox	PI5P4Ka inh	DRD3 antagonist	PLK1 PBD block	IL-2 act	GLP-1R inv ag	GLP1R ag	WRN helicase inh	D3 ag
CCC(CO)N=CC1=C(O)C(C(=O)c2ccccc2)CCC1=O (stereo not drawn)	-4%	-3	0	-1%	0.4	6%	-11%	6%	10
CC(=O)Nc1nonc1NC(=O)CSc1ccccn1	-8%	.	12	0%	1.2	4%	-12%	-9%	4
Cc1cc(C)cc(C(=O)N(Cc2nc(-c3ccc(Cl)cc3)no2)C(C)C)c1	3%	.	.	.	.	-6%	0%	.	-11
COc1cc2cc(CN(CCO)S(=O)(=O)c3ccccc3Cl)c(=O)[nH]c2cc1OC	-2%	.	31	-3%	-1.0	76%[activator]	9%	-11%	-2
S=C(NCCc1ccccc1)N/N=C/c1ccc(Cl)cc1	?	4	-8	-1%	-3.1	?	21%	-14%	-5
Cc1sc2ncnc(N3CCC(C(=O)NNC(=O)COc4cccc(C(F)(F)F)c4)CC3)c2c1C	7%	6	7	3%	-3.7	?	-11%	-8%	27
CSc1ccc(CN2CCC(n3nccc3NC(=O)CCCc3ccccc3)CC2)cc1	2%	4	?	-9%	-1.5	?	5%	-9%	-20
Clc1cccc(-c2nnc3n2CCCCC3)c1	16%	-6	-25	-14%	3.2	-18%	-4%	6%	-14
Cc1c(C(=O)OCC(=O)Nc2ccc(C(N)=O)cc2)cccc1[N+](=O)[O-]	-25%	5	14	-5%	2.6	-9%	-6%	-6%	1
O=C(Nc1cccc(NC(=O)c2ccc(-c3ccc(Br)cc3)o2)c1)c1ccco1	-24%	-19	30	3%	-3.4	0%	-7%	-2%	4
C[C@H]1CN([C@@H](C)CO)S(=O)(=O)c2ccc(Br)cc2O[C@H]1CN(C)C(=O)c1cnccn1	2%	-6	-8	-15%	-1.7	13%	5%	-4%	-3
Cn1c(-c2sc3cc(C(F)(F)F)cnc3c2-c2ccccn2)n[nH]c1=S	-25%	-18	-18	-6%	-0.6	1%	5%	-3%	0
O=C(NCc1cccnc1)c1cccc(S(=O)(=O)N2CCCC2)c1	3%	-10	-19	-6%	-0.3	9%	1%	0%	9
COc1cccc(CC(=O)OCC(=O)NC(C)c2ccc(F)cc2)c1 (stereo not drawn)	-7%	-6	2	-12%	-0.4	-1%	9%	3%	2
CN(C)c1ccc(Cl)c(NC(N)=S)c1	1%	-5	7	-19%	-0.7	-12%	23%	-5%	4
O=C(NCCCN1CCCC1=O)c1cccc(NS(=O)(=O)c2ccccc2)c1	-4%	2	7	-3%	-2.3	5%	0%	5%	4
N#Cc1ccc(-c2ccc(OCC(O)CN3CCCCC3)cc2)cc1 (stereo not drawn)	-2%	-11	28	-15%	-0.3	?	0%	21%	-7
Cc1ccc(S(=O)(=O)CC(CN2CCCCC2)N2CCCCC2)cc1 (stereo not drawn)	?	-10	-68*	-20%	-0.5	-92%	-8%	-31%[57.1 µM]	-14
CCOC(=O)c1c(-c2ccccc2)nc2c(C)cccn12	6%	0	2	-3%	-0.3	13%	20%	5%	-2
CC1CCN(C(=S)c2ccc(O)cc2)CC1	-11%	-7	0	?	-0.8	5%	-3%	-16%	-4
Cc1ccc(NC(=O)CNC(=O)c2cccc(Cl)c2)nc1	?	-8	-18	1%	0.2	16%	1%	1%	-12
O=C(NCc1cccc(Br)c1)C1CC2Cn3c(nc4ccccc43)C2N1Cc1ccccc1 (stereo not drawn)	4%	-2	0	1%	-1.9	-7%	-2%	-1%	1
O=C(NCc1cccnc1)Nc1ccc(Br)cc1Cl	9%	2	4	-1%	0.5	-11%	10%	5%	-9
CC(OC(=O)c1nc(Cl)ccc1Cl)C(=O)c1ccccc1 (stereo not drawn)	8%	2	?	4%	1.2	13%	-11%	-7%	2
COc1ccc(Cl)cc1NC(=O)CN(C)C(=O)CNC(=O)C12CC3CC(CC(C3)C1)C2	7%	0	0	2%	-2.2	7%	5%	-7%	-5
Cc1cc(C(=O)CSc2nnc(-c3cccs3)n2Cc2ccccc2)c(C)n1C	-17%	0	-27	-2%	-2.3	?	11%	2%	1
CC1CCCN(c2ncnc3c2cnn3-c2ccc(Cl)cc2)C1 (stereo not drawn)	-1%	4	39	1%	-1.8	-78%	-5%	-7%	1
Cc1sc(NC(=O)/C=C/C(=O)O)c(C(N)=O)c1-c1ccc(C(C)(C)C)cc1	1%	?	?	27µM*	-0.5	?	2%	-26%	-7
c1ccc2nc(N3CCOCC3)cnc2c1	4%	12	-1	-1%	0.0	15%	-10%	-1%	2
CCn1c(SCC(=O)N2c3ccccc3Sc3ccccc32)nc2c1c(=O)n(C)c(=O)n2C	1%	.	18	-4%	-0.9	0%	1%	-6%	9
CC(C)(C)NC(=O)CON=C1c2ccccc2-c2ccccc21	-2%	1	2	-6%	-5.3	?	12%	-2%	9
CCCc1c(C(=O)N/N=C(/C)c2ccncc2)nnn1-c1nonc1N	13%	-3	12	0%	-3.7	14%	10%	7%	-4
COCCN(C(=S)Nc1cc(C)cc(C)c1)C(C)c1cccs1 (stereo not drawn)	7%	-3	-9	-16%	0.2	-8%	-7%	-9%	2
CC1=C[C@H]2OC(=O)[C@@H](C)[C@H]2C[C@@H]2[C@H]1C[C@@H](O)[C@@]2(C)O	-19%	-3	0	-12%	0.2	-21%	-1%	0%	1
CC(=O)C1=C(C)Nc2ncnn2C1c1ccccc1 (stereo not drawn)	3%	-1	19	4%	-1.3	10%	2%	1%	6
CCOc1cccc(CN2CCC(n3nccc3NC(=O)C3CCCC3)CC2)c1	-2%	5	-17	4%	0.7	?	2%	-8%	-10
Nc1c(Cl)cc(-c2csc(N3CCCC3c3nc4cc(Cl)c(Cl)cc4n3CCCO)n2)cc1Cl (stereo not drawn)	-51%	-5	-8	-2%	0.0	-18%	-5%	7%	-35
Cc1ncoc1C(=O)N1CCc2c([nH]c3ccccc23)C1C1CCCCC1 (stereo not drawn)	67%[activator]	-2	-8	-9%	-1.1	10µM*	-10%	-1%	-4
COc1ccc(CNC(=O)CSc2nnnn2-c2ccccc2)cc1	-5%	.	8	1%	-1.6	2%	0%	-2%	-6
COc1ccc(S(=O)(=O)N(C)CC(=O)N2CCC(C(N)=O)CC2)cc1Cl	6%	.	20	3%	1.1	8%	-2%	8%	2

Single records, from the list above. Screens in order: HEK293 tox | PI5P4Ka inh | DRD3 antagonist | PLK1 PBD block | IL-2 act | GLP-1R inv ag | GLP1R ag | WRN helicase inh | D3 ag
Results for CCCc1c(C(=O)N/N=C(/C)c2ccncc2)nnn1-c1nonc1N → 13% | -3 | 12 | 0% | -3.7 | 14% | 10% | 7% | -4
Results for CC(C)(C)NC(=O)CON=C1c2ccccc2-c2ccccc21 → -2% | 1 | 2 | -6% | -5.3 | ? | 12% | -2% | 9

Next records:
SMILES	HEK293 tox	PI5P4Ka inh	DRD3 antagonist	PLK1 PBD block	IL-2 act	GLP-1R inv ag	GLP1R ag	WRN helicase inh	D3 ag
COc1ccc(/C=C/C(=O)Nc2cccc(N3CCOCC3)c2)cc1OC	3%	3	3	-2%	-1.0	12%	2%	-9%	6
CC(Oc1ccc(Cl)cc1)C(=O)/C=C/N(C)C (stereo not drawn)	-1%	.	6	-5%	-1.5	-5%	-9%	-9%	0
CC(Oc1ccccc1F)c1nnc(SCC(=O)NCc2ccc3c(c2)OCO3)o1 (stereo not drawn)	-30%	-21	1	-2%	0.4	-12%	13%	-1%	-1
O=C(O)c1cccc2c1C(=O)N(c1ccc3c(c1)Cc1ccccc1-3)C2=O	-10%	0	3	-24%	0.5	29%	12%	-17%	6
CC1CCCCN1S(=O)(=O)c1ccc2c(c1)oc(=O)n2CC(=O)O (stereo not drawn)	6%	-4	1	-10%	2.9	1%	-12%	-1%	5
Cc1ccc(S(=O)(=O)N2CCCCC2)cc1NCC(=O)Nc1ccc(Br)cc1F	-21%	1	95	4%	-3.4	?	-4%	2%	17
COc1ccc(C(CCN2CCOCC2)c2c(OC)cc(OC)c3c(C)cc(=O)oc23)cc1 (stereo not drawn)	-15%	1	?	4%	-0.1	70%[activator]	16%	6%	-45
O=C(NCc1ccccc1Cl)c1nnc(CS(=O)(=O)c2ccccc2)o1	0%	-1	-11	-11%	-2.4	5%	1%	-8%	0
CS(=O)(=O)N1CC2CCCN2c2cc(C(F)(F)F)ccc21 (stereo not drawn)	0%	4	-11	2%	-2.7	2%	-6%	13%	-3
COc1ccc(C(=O)N(CCCO)Cc2cc3c(C)ccc(C)c3[nH]c2=O)cc1OC	25%	-9	-14	-8%	-2.9	-5%	15%	-24%	-5
O=C1NN(c2ccccc2)C(=O)C1=Cc1ccccc1	?	-8	-17	11µM*	0.1	4µM*	-1%	2%	0
C=C(C)Cn1c(CCNC(=O)CC)nc2ccccc21	6%	11	-17	-14%	-2.3	-11%	1%	4%	-5
CCN(CC)S(=O)(=O)c1ccc(Cl)c(NC(=O)c2cc(Cl)cc(Cl)c2)c1	4%	-10	-7	-9%	-3.8	1%	2%	4%	0
COc1ccc(C2=CC(=O)C[C@H](c3ccc(OC)c(OC)c3)C2)cn1	?	2	1	0%	-0.6	69%[activator]	19%	11%	1
COCCSc1ccccc1C(=O)NCc1cccnc1	5%	3	8	-13%	0.2	23%	1%	-14%	1
COc1ccc2c(c1)c(=O)c(S(=O)(=O)c1ccc(C)cc1)cn2Cc1ccccc1C	-13%	.	.	.	.	?	0%	.	-5
C/C(=N\Nc1ccc(C(=O)c2c(C)cc3ccccn23)cc1[N+](=O)[O-])c1ccc(O)cc1	1%	8	1	-17%	-1.1	2%	-3%	9%	-1

Random excerpt: 2 entries already listed, in no set order.
SMILES	HEK293 tox	PI5P4Ka inh	DRD3 antagonist	PLK1 PBD block	IL-2 act	GLP-1R inv ag	GLP1R ag	WRN helicase inh	D3 ag
O=C(NCc1ccccc1Cl)c1nnc(CS(=O)(=O)c2ccccc2)o1	0%	-1	-11	-11%	-2.4	5%	1%	-8%	0
COc1ccc(C2=CC(=O)C[C@H](c3ccc(OC)c(OC)c3)C2)cn1	?	2	1	0%	-0.6	69%[activator]	19%	11%	1
